High-throughput results (PubChem)
UCHL1 inh – inhibitors of human UCHL1 deubiquitinase. purified UCHL1, Ub-rhodamine cleavage fluorescence. AID 1645859, 2021. inhibition, % at 20 µM. Ubiquitin carboxyl-terminal hydrolase isozyme L1 (Homo sapiens), P09936. hit rate 0.2% among 47,000
USP17 block – inhibitors of human USP17 deubiquitinase. inhibition, % at 50 µM. purified USP17, Ub-rhodamine cleavage fluorescence, 3 h. Ubiquitin carboxyl-terminal hydrolase 17-like protein 5 (Homo sapiens), A8MUK1. AID 1645855, 2021. hit rate 6.5% among 47,000
USP28 inh – inhibitors of human USP28 deubiquitinase; Ubiquitin carboxyl-terminal hydrolase 28 (Homo sapiens), Q96RU2; purified USP28, Ub-rhodamine cleavage fluorescence, 30 min; inhibition, % at 25 µM; hit rate 3% among 47,000
USP10 block – inhibitors of human USP10 deubiquitinase; Ubiquitin carboxyl-terminal hydrolase 10 (Homo sapiens), Q14694; purified USP10, Ub-rhodamine fluorescence, 60 min; inhibition, % at 20 µM; hit rate 1.1% among 47,000
USP30 block – inhibitors of human USP30 deubiquitinase; Ubiquitin carboxyl-terminal hydrolase 30 (Homo sapiens), Q70CQ3; purified USP30, Ub-rhodamine cleavage fluorescence; inhibition, % at 25 µM; hit rate 5.3% among 47,000
Target sequence (Q70CQ3 whole entry, looked up): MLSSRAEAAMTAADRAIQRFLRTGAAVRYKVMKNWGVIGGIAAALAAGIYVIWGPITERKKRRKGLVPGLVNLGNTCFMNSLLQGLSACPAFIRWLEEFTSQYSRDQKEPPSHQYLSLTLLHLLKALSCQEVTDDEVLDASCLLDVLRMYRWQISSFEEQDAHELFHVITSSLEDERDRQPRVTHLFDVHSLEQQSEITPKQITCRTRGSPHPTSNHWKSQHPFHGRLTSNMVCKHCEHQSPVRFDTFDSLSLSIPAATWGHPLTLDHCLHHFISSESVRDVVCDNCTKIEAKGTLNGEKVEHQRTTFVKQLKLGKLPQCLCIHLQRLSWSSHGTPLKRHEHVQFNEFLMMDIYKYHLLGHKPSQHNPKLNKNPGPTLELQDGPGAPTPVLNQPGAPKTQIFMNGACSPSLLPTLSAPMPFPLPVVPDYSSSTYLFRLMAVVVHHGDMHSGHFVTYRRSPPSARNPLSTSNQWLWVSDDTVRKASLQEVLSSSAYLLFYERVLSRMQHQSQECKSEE
OTUD3 block – inhibitors of human OTUD3 deubiquitinase; OTU domain-containing protein 3 (Homo sapiens), Q5T2D3; purified OTUD3, Ub-rhodamine fluorescence, 2 h; inhibition, % at 25 µM; hit rate 0.7% among 47,000
Target sequence (Q5T2D3 whole entry, looked up, the tested form may be a part): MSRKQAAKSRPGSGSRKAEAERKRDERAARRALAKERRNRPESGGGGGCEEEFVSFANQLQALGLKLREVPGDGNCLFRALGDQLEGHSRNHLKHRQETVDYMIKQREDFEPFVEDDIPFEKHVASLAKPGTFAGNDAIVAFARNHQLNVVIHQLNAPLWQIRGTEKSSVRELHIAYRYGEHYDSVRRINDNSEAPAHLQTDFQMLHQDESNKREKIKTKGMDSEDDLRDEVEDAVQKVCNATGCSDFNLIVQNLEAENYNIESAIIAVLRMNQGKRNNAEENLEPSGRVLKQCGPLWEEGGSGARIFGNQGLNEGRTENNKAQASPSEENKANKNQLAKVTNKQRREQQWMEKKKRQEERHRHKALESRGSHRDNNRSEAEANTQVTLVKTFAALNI
USP7 block – inhibitors of human USP7 deubiquitinase; Ubiquitin carboxyl-terminal hydrolase 7 (Homo sapiens), Q93009; purified USP7, Ub-rhodamine cleavage fluorescence; inhibition, % at 20 µM; hit rate 0.3% among 47,000
USP8 inh – inhibitors of human USP8 deubiquitinase | purified USP8, Ub-rhodamine cleavage fluorescence, 30 min | Ubiquitin carboxyl-terminal hydrolase 8 (Homo sapiens), P40818 | inhibition, % at 20 µM | hit rate 4.2% among 47,000 | AID 1645853, 2021
Numbers without * were called inactive. Cut-off read from the data, not from the text of the source: active = inhibition above about 30%; inactive = the rest.

Screening COc1ccc(CCNS(=O)(=O)c2ccc(F)c(C(=O)Nc3ccc(Cl)cc3C(F)(F)F)c2)cc1OC returned UCHL1 inh 8.8, USP17 block 70.7*, USP28 inh 7.2, USP10 block 9.6, USP30 block 60.6*, OTUD3 block 23.3, USP7 block 11.7 and USP8 inh 22.7.
Screening CN(C)C(=O)c1ccc2c(c1)CCN2C(=O)C1CCCC1 returned UCHL1 inh 1.6, USP17 block 0.1, USP28 inh 10.4, USP10 block -2.3, USP30 block -7.0, OTUD3 block 1.6, USP7 block -0.1 and USP8 inh 8.1.
`COc1ccc(C2CC(=O)c3cnc(NCC4CCCO4)nc3C2)cc1` (stereo not drawn) gave UCHL1 inh 0.9, USP17 block -0.1, USP28 inh -7.2, USP10 block -0.2, USP30 block -1.6, OTUD3 block 4.3, USP7 block -28.3 and USP8 inh -1.3.
O=c1c2cnc(N3CCCC3)nc2ccn1-c1cccc([N+](=O)[O-])c1 was read as UCHL1 inh -1.4, USP17 block -6.1, USP28 inh 12.6, USP10 block 2.9, USP30 block 0.1, OTUD3 block -5.4, USP7 block -0.5 and USP8 inh -61.6.
`O=C(Nc1nc2c(ccc3ccccc32)s1)C1CCCC1` gave UCHL1 inh 5.9, USP17 block 14.2, USP28 inh 29.0, USP10 block 8.9, USP30 block 34.3*, OTUD3 block 9.7, USP7 block -0.3 and USP8 inh 25.5.
For Cc1nc(N2CCOCC2)ncc1-c1cc(=O)[nH]c(NCCc2ccccc2)n1 the results were UCHL1 inh -1.7, USP17 block 16.8, USP28 inh 2.0, USP10 block 3.5, USP30 block 34.4*, OTUD3 block 3.9, USP7 block 4.8 and USP8 inh -7.6.
`O=C(CCc1ccc(Cl)cc1)N1CCCC(c2[nH]nc3nccnc23)C1` (stereo not drawn) gave UCHL1 inh 2.0, USP17 block 12.2, USP28 inh 3.9, USP10 block -1.0, USP30 block -6.5, OTUD3 block 5.4, USP7 block 0.5 and USP8 inh -223.5.
CCOC(=O)C1CCN(Cc2nc3ccc([N+](=O)[O-])cc3c(=O)n2-c2cc(OC)cc(OC)c2)CC1 was read as UCHL1 inh 3.8, USP17 block 17.9, USP28 inh 0.2, USP10 block 6.4, USP30 block -10.4, OTUD3 block 4.4, USP7 block 4.4 and USP8 inh -134.7.
`Cc1nc(C)n(CC2CN(Cc3ncc(C(C)(C)C)o3)CCO2)n1` (stereo not drawn) gave UCHL1 inh 2.4, USP17 block 10.8, USP28 inh 5.2, USP10 block -0.5, USP30 block 20.4, OTUD3 block 15.9, USP7 block 2.8 and USP8 inh 7.8.
For Clc1ccc(Cn2cccn2)cn1 the results were UCHL1 inh -2.7, USP17 block 4.0, USP28 inh -6.8, USP10 block 1.1, USP30 block -11.6, OTUD3 block -2.8 and USP8 inh 0.8.
`Cc1cccc(CNC(=O)C2CCCN(S(=O)(=O)Cc3ccc(Cl)cc3)C2)c1` (stereo not drawn) gave UCHL1 inh -1.1, USP17 block 21.4, USP28 inh 2.3, USP10 block 8.1, USP30 block 12.6, OTUD3 block 2.3, USP7 block 2.8 and USP8 inh 7.6.
CCCCCCCCCCCCCCCCCC(=O)OCC(O)COC(=O)CCCCCCCCCCCCCCCCC was read as UCHL1 inh -3.6, USP17 block -4.4, USP28 inh -11.0, USP10 block -0.1, USP30 block 8.9, OTUD3 block -6.5, USP7 block -29.2 and USP8 inh 2.0.
Screening COc1ccc(CN2CCC3(Cc4ccccc4CNC3=O)C2)cc1 (stereo not drawn) returned UCHL1 inh -3.6, USP17 block -10.9, USP28 inh -12.4, USP10 block -1.2, USP30 block -14.0, OTUD3 block -9.7, USP7 block -2.6 and USP8 inh -0.6.
Screening COc1ccc(Cl)cc1NC(=O)c1cn2c(n1)CCCC2 returned UCHL1 inh -0.5, USP17 block 13.4, USP28 inh -2.1, USP10 block -1.5, USP30 block -1.1, OTUD3 block -2.5, USP7 block -1.1 and USP8 inh -6.9.
For O=C(c1cnccn1)N1CCC(c2ccnc3nc(C(F)(F)F)nn23)CC1 the results were UCHL1 inh -2.1, USP17 block 0.6, USP28 inh -4.9, USP10 block -1.1, USP30 block -14.6, OTUD3 block -3.9, USP7 block -0.1 and USP8 inh -0.5.
For Cc1cnn(CC2CCCCN2C(=O)CCc2ccncc2)c1 (stereo not drawn) the results were UCHL1 inh 0.0, USP17 block 2.0, USP28 inh -0.1, USP10 block -0.2, USP30 block 15.6, OTUD3 block 5.5, USP7 block 0.5 and USP8 inh -1.6.
Screening CN1C(=O)CCc2cc(NS(=O)(=O)c3ccccc3C(F)(F)F)ccc21 returned UCHL1 inh -5.5, USP17 block -13.9, USP28 inh -14.0, USP10 block -9.1, USP30 block -33.7, OTUD3 block -17.0, USP7 block -14.4 and USP8 inh -19.0.
Screening CCC(=O)N1c2ccc(S(=O)(=O)N3CCC4(CC3)OCCO4)cc2CC1C (stereo not drawn) returned UCHL1 inh 0.8, USP17 block -1.7, USP28 inh 3.5, USP10 block 0.4, USP30 block 10.5, OTUD3 block 10.3, USP7 block 7.8 and USP8 inh 0.9.
Oc1oc(C=Nc2ccc(C(F)(F)F)cc2)c2ccccc12 was read as UCHL1 inh 0.4, USP17 block 7.0, USP28 inh 5.0, USP10 block 0.7, USP30 block 14.5, OTUD3 block 14.1, USP7 block 3.5 and USP8 inh 9.1.
For O=C(CSc1nnc(CNC(=O)c2ccccc2F)o1)Nc1ccc(Br)cc1 the results were UCHL1 inh 0.0, USP17 block 32.6*, USP28 inh 8.3, USP10 block 1.9, USP30 block -0.1, OTUD3 block -12.3, USP7 block -5.7 and USP8 inh 3.2.
`Cc1ccc(N2C(=O)CCC2(C)C(=O)NC2CCCC2)cc1` (stereo not drawn) gave UCHL1 inh -2.0, USP17 block -3.7, USP28 inh 6.2, USP10 block -0.5, USP30 block 2.7, OTUD3 block -2.5, USP7 block -5.5 and USP8 inh 4.3.
`O=C1NCc2ccccc2CC12CCN(Cc1c[nH]c3ccccc13)C2` (stereo not drawn) gave UCHL1 inh -4.2, USP17 block -15.7, USP28 inh -6.6, USP10 block -2.7, USP30 block -39.2, OTUD3 block -5.2, USP7 block -6.4 and USP8 inh -6.9.
Screening COc1ccc(-c2noc(-c3cc(C)cc(C)c3)n2)cc1OC returned UCHL1 inh -0.7, USP17 block -13.6, USP10 block -4.0, OTUD3 block 1.5, USP7 block -0.8 and USP8 inh -5.4.
For CC(=O)c1ccc(OC(=O)C2CC(=O)N(c3ccc(C)cc3)C2)cc1 (stereo not drawn) the results were UCHL1 inh 2.5, USP17 block 15.5, USP28 inh 8.4, USP10 block 0.5, USP30 block 29.8, OTUD3 block 15.7, USP7 block -0.7 and USP8 inh 13.6.
Screening Cc1nc2cc(-c3noc(-c4ccncc4)n3)ccc2n(C2CCCC2)c1=O returned UCHL1 inh -3.2, USP17 block -4.3, USP28 inh -4.7, USP10 block -0.2, USP30 block -7.5, OTUD3 block -4.7, USP7 block 3.9 and USP8 inh 11.0.
For O=C(c1cc2ccccc2oc1=O)N(Cc1ccco1)C1CCS(=O)(=O)C1 (stereo not drawn) the results were UCHL1 inh -5.5, USP17 block 0.1, USP28 inh -5.4, USP10 block -9.6, USP30 block -29.5, OTUD3 block 0.2, USP7 block 0.0 and USP8 inh -0.4.
CN1C(=O)OC2(CCN(S(=O)(=O)c3ccccn3)CC2)c2ccccc21 was read as UCHL1 inh -0.5, USP17 block 0.0, USP28 inh 0.8, USP10 block -1.7, USP30 block 2.6, OTUD3 block 2.2, USP7 block 0.0 and USP8 inh 8.7.
Cc1ccc(/C=C/C(=O)NCC(=O)N2CCC(N(C)C3CCCCCC3)CC2)cc1 was read as UCHL1 inh -2.6, USP17 block -4.2, USP28 inh -1.1, USP10 block -0.3, USP30 block 7.8, OTUD3 block -0.5, USP7 block -3.1 and USP8 inh 1.6.
COc1ccc2c(=O)[nH]c(C3CCN(C(=O)C4CCOCC4)CC3)cc2c1 was read as UCHL1 inh 1.3, USP17 block 13.5, USP28 inh 1.4, USP10 block 2.2, USP30 block 0.7, OTUD3 block 5.6, USP7 block -0.6 and USP8 inh 4.8.
For Cc1cccc(C)c1NC(=O)COC(=O)c1ccc2[nH]c3c(c2c1)CCCC3 the results were UCHL1 inh -4.6, USP17 block 0.1, USP28 inh -15.1, USP10 block 13.3, USP30 block 10.3, OTUD3 block -0.4, USP7 block 5.9 and USP8 inh 21.0.

Entries listed so far with a nitro group on carbon (2):
O=c1c2cnc(N3CCCC3)nc2ccn1-c1cccc([N+](=O)[O-])c1 was read as UCHL1 inh -1.4, USP17 block -6.1, USP28 inh 12.6, USP10 block 2.9, USP30 block 0.1, OTUD3 block -5.4, USP7 block -0.5 and USP8 inh -61.6.
CCOC(=O)C1CCN(Cc2nc3ccc([N+](=O)[O-])cc3c(=O)n2-c2cc(OC)cc(OC)c2)CC1 was read as UCHL1 inh 3.8, USP17 block 17.9, USP28 inh 0.2, USP10 block 6.4, USP30 block -10.4, OTUD3 block 4.4, USP7 block 4.4 and USP8 inh -134.7.

Returning to the listing with the 2 entries that preceded the break.
COc1ccc2c(=O)[nH]c(C3CCN(C(=O)C4CCOCC4)CC3)cc2c1 was read as UCHL1 inh 1.3, USP17 block 13.5, USP28 inh 1.4, USP10 block 2.2, USP30 block 0.7, OTUD3 block 5.6, USP7 block -0.6 and USP8 inh 4.8.
For Cc1cccc(C)c1NC(=O)COC(=O)c1ccc2[nH]c3c(c2c1)CCCC3 the results were UCHL1 inh -4.6, USP17 block 0.1, USP28 inh -15.1, USP10 block 13.3, USP30 block 10.3, OTUD3 block -0.4, USP7 block 5.9 and USP8 inh 21.0.
Screening CCC(=O)N1CC[C@@H]2Oc3ccccc3S(=O)(=O)N(C)[C@H]2CC1 returned UCHL1 inh -1.7, USP17 block 0.9, USP28 inh -8.6, USP10 block 1.5, USP30 block 7.4, OTUD3 block -6.3, USP7 block 3.1 and USP8 inh 4.6.
Screening O=C(Nc1cc(F)c2nc(N3CCOCC3)ccc2c1)C1CCCCC1 returned UCHL1 inh -1.6, USP17 block 22.5, USP28 inh -7.9, USP10 block -7.9, USP30 block -37.8, OTUD3 block -4.2, USP7 block 0.4 and USP8 inh 71.5*.
`O=C(NCc1ccccc1)[C@H]1C[C@@H]2CN(c3ncc(F)cn3)C[C@H]1O2` gave UCHL1 inh -4.2, USP17 block -12.8, USP28 inh -8.6, USP10 block 0.2, USP30 block -0.6, OTUD3 block -3.9, USP7 block -1.1 and USP8 inh -11.4.
Screening Cc1c(S(=O)(=O)N2CCCC2)cc(C(=O)N2CCc3ccccc3C2)n1C returned UCHL1 inh -0.1, USP17 block -5.6, USP28 inh -6.8, USP10 block 0.5, USP30 block -1.8, OTUD3 block -8.2, USP7 block -2.1 and USP8 inh -6.7.
`Cc1ccc(CN2CC=C(C(=O)NCc3cccc(Cl)c3)CC2)cc1` gave UCHL1 inh -25.3, USP17 block -71.4, USP28 inh -70.5, USP10 block -11.5, USP30 block -248.2, OTUD3 block -49.9, USP7 block -31.5 and USP8 inh -67.2.
For Cc1nc(C2CCCNC2)nc2c1CCCN2Cc1ccccn1 (stereo not drawn) the results were UCHL1 inh 3.8, USP17 block 13.2, USP28 inh 4.7, USP10 block 3.3, USP30 block 11.2, OTUD3 block 9.0, USP7 block 5.1 and USP8 inh 14.7.
Screening COc1ccc(NS(=O)(=O)c2cn(C)c(=O)n(C)c2=O)cc1 returned UCHL1 inh 1.8, USP17 block 3.8, USP28 inh 1.6, USP10 block -0.4, USP30 block -5.4, OTUD3 block -2.8, USP7 block 2.9 and USP8 inh 3.1.
`COc1ccc(CNc2nccn(-c3ccc4c(c3)OCO4)c2=O)cc1` gave UCHL1 inh -5.2, USP17 block -7.2, USP28 inh -4.5, USP10 block -1.1, USP30 block 1.0, OTUD3 block -3.6, USP7 block -6.0 and USP8 inh -8.9.
C[C@]12CN(Cc3cccc4cccnc34)C[C@H]1NC(=O)c1ccccc1C2=O was read as UCHL1 inh 0.1, USP17 block 17.7, USP28 inh -0.2, USP10 block 0.2, USP30 block -4.9, OTUD3 block -1.7, USP7 block 1.4 and USP8 inh 43.8*.
For COc1cc(-c2nnc(SCC(=O)Nc3ccc(Br)cc3)n2CCc2ccccc2)cc(OC)c1OC the results were UCHL1 inh 4.7, USP17 block 1.1, USP28 inh -5.4, USP10 block 6.8, USP30 block -1.2, OTUD3 block -3.9, USP7 block -10.7 and USP8 inh -0.9.
O=C1CCCC[C@@H]2[C@H](C[C@@H](Cc3cccc(F)c3)N2C(=O)c2cnccn2)N1 was read as UCHL1 inh 0.5, USP17 block 0.1, USP28 inh 21.0, USP10 block 1.0, USP30 block 11.1, OTUD3 block 0.9, USP7 block 3.7 and USP8 inh 13.6.

Outcome played no part in choosing rows, and some 14% of all compounds hit somewhere here.
